Assay outcomes (PubChem)
RNase H inhibition – RNase H inhibition, HIV 1 Gag Pol polyprotein, FRET biochemical assay, screening (AID 372); HIV-1 RT RNase H, FRET RNA/DNA substrate fluorescence; higher % means a stronger effect; 0.77% of 100,000 active; one-dose inhibition, % at 10 µM; IC50 in µM for titrated hits; in the data active = inhibition above about 50%
Starred values were filed as active, the others as inactive. An excerpt. The share of hits here may be higher or lower than overall.

SMILES | RNase H inhibition
O=C(CC(Nc1cccc([N+](=O)[O-])c1)c1ccc(Cl)cc1)c1ccccc1 (stereo not drawn) | 8.0%
CN1CCN(Cn2c(O)c(N=NC(=O)CO/N=C/c3ccccc3Cl)c3ccccc32)CC1 | 25.0%
Cc1ccc(-c2nc3s/c(=C\c4cn(-c5ccccc5)nc4-c4ccccc4)c(=O)n3n2)cc1 | 0.0%
CCc1nn(-c2ccccc2)c2nc(-c3ccc(Cl)cc3Cl)c3cc(OC)c(OC)cc3c12 | 32.0%
O=[N+]([O-])c1ccc(Cl)c(-n2ncnc2-c2ccc(Br)cc2)c1 | 27.0%
CCCOc1cccc(C(=O)Nc2scc(-c3ccccc3Cl)c2C(=O)OC)c1 | 6.0%
O=C(c1ccc(Br)cc1)N1CCN(c2ccc(F)cc2)CC1 | 0.0%
CNC(=O)C(=O)Nc1ccc(OC)cc1OC | 0.0%
COC(=O)c1c(NC(=O)c2sc3cc(C)ccc3c2Cl)sc2c1CCCC2 | 2.0%
COc1ccc(NC(=O)COc2ccc(C(C)(C)c3ccccc3)cc2)c(OC)c1 | 14.0%
CC1CCOP(=O)(C(Nc2ccc([N+](=O)[O-])cc2)c2ccc(Br)cc2)O1 (stereo not drawn) | 7.0%
Cc1ccccc1OCC(=O)Nc1ccc(NC(=O)c2ccco2)cc1 | 3.0%
Cc1cccc(NC(=S)NC(=O)c2cccc3c(Br)cccc23)c1 | 4.0%
Cc1ccc(CNC(=O)C(=O)NCc2ccco2)cc1 | 0.0%
COc1ccc(CNC(=O)C2CCN(CC(C)C)CC2)cc1 | 7.0%
O=P(O)(O)CP(=O)(c1ccccc1)c1ccccc1 | 0.0%
COc1cc(C2N(c3ccccc3)CCN2c2ccccc2)cc(OC)c1OC | 16.0%
O=C(OCc1ccccc1)Oc1cncc(C(=O)O)c1 | 15.0%
Nc1nonc1/C(=N/O)N1CCN(CCO)CC1 | 7.0%
Cc1ccc(S(=O)(=O)Oc2ccccc2C(c2c(C)[nH]n(-c3ccccc3)c2=O)c2c(C)[nH]n(-c3ccccc3)c2=O)cc1 | 34.0%
CCCC(C)C1C(C#N)=C(N)Oc2n[nH]c(-c3ccccc3)c21 (stereo not drawn) | 17.0%
O=C(Nc1cccc([N+](=O)[O-])c1)c1ccc2c(c1)C(=O)N(c1ccc(Oc3ccccc3)cc1)C2=O | 0.0%
O=C(Nc1ccc(-c2ccc(NC(=O)c3cccc([N+](=O)[O-])c3)cc2)cc1)c1cccc([N+](=O)[O-])c1 | 0.0%
O=C1NC(=S)NC(=O)C1=Cc1ccc(N2CCCCC2)c([N+](=O)[O-])c1 | 25.0%
CN(C)c1ccc(NC(=O)c2cccc(N3C(=O)CCC3=O)c2)cc1 | 2.0%

2 entries drawn at random from the list so far, as already listed:
SMILES | RNase H inhibition
Cc1cccc(NC(=S)NC(=O)c2cccc3c(Br)cccc23)c1 | 4.0%
O=C(OCc1ccccc1)Oc1cncc(C(=O)O)c1 | 15.0%

New compounds follow
SMILES | RNase H inhibition
CC(=O)c1ccc(NC(=O)COc2ccc(Br)cc2Cl)cc1 | 35.0%
O=C(NCc1ccncc1)C(=O)NCc1ccccn1 | 10.0%
COc1ccc(CNC(=O)c2cccc([N+](=O)[O-])c2C)cc1 | 0.0%
COc1ccc2oc(=O)c(C(=O)NNC(=O)CC#N)cc2c1 | 7.0%
CC(C)=CCCCCCCN1CCN(c2ccccc2F)CC1 | 14.0%
O=C(Nc1nc(-c2ccccc2)cs1)c1ccc(Br)o1 | 17.0%
CC(=O)Nc1cccc(Oc2ccc3c(c2)C(=O)N(c2cc(C)ccc2C)C3=O)c1 | 11.0%
O=C(Nc1ccc(Cl)c(Cl)c1)NC(c1ccccc1)c1ccccc1 | 30.0%
O=C(NC12CC3CC(CC(C3)C1)C2)N1CCOCC1 | 5.0%
COc1ccc(-c2csc(NC(=O)c3cccc([N+](=O)[O-])c3)n2)cc1Br | 0.0%
CN(C)c1ccc(C2/C(=C(/O)c3ccccc3)C(=O)C(=O)N2c2ccccc2)cc1 (stereo not drawn) | 1.0%
O=C1c2ccccc2C(=O)c2c1cc(Cl)cc2N1CCCCC1 | 18.0%
Cc1ccc(OCCCN2CCCC2)c(C(C)(C)C)c1 | 0.0%
Fc1ccc(CN2CCc3c([nH]c4ccccc34)C2)cc1 | 0.0%
CCCOC(=O)C1=C(C)NC2=C(C(=O)CC(c3ccc(OC)cc3)C2)C1c1ccccc1Cl (stereo not drawn) | 0.0%
COc1ccccc1Cc1noc(-c2ccc(C)cc2)n1 | 12.0%
COc1ccccc1/C=C/C(=O)c1c(-c2ccccc2)c2cc(Br)ccc2[nH]c1=O | 57.0%*
Cc1ccc(Cl)cc1N(Cc1ccc(C(=O)Nc2cccnc2)cc1)S(=O)(=O)c1ccccc1 | 15.0%
CS(=O)(=O)NCCNc1ccc([N+](=O)[O-])cc1 | 6.0%
CCN1C(=O)C(=Cc2ccc(-c3ccc([N+](=O)[O-])cc3)o2)C(=O)N(CC)C1=S | 8.0%
O=C(Cc1ccc(Cl)cc1)Nc1cccc(OC(F)(F)F)c1 | 8.0%
CCOc1cccc(C(=O)NC(=S)Nc2ccc(-c3nc4cc(Cl)ccc4o3)cc2)c1 | 18.0%
COc1cccc(C2C(C(=O)OCC3CCCO3)=C(C)NC3=C2C(=O)CC(c2cccs2)C3)c1 (stereo not drawn) | 0.0%
COc1cc(/C=N/n2c(-c3ccc(C)cc3)n[nH]c2=S)ccc1OCc1ccccc1 | 5.0%
O=C(O)/C(=C/c1ccccc1F)NC(=O)c1ccccc1 | 1.0%
The list goes on:
SMILES | RNase H inhibition
Cc1cccnc1NS(=O)(=O)c1cc(Cl)ccc1Cl | 10.0%
O=C(N/N=C/c1c(O)ccc2ccccc12)C(O)c1ccccc1 (stereo not drawn) | 7.0%
Cc1ccc([N+](=O)[O-])cc1-c1ccc(/C=N/N2C(=O)C3C4C=CC(C4)C3C2=O)o1 (stereo not drawn) | 29.0%
CC1CCC(C(C)C)C(=O)/C1=C\c1ccc(N=Cc2c(O)ccc3ccccc23)cc1 (stereo not drawn) | 17.0%
CS(=O)(=O)N(CC(=O)N(Cc1ccccc1)Cc1ccccc1)c1ccc(Oc2ccccc2)cc1 | 22.0%
Cc1ccc(NC(=S)NC(=O)c2ccc(Br)cc2)cc1Cl | 6.0%
CC1=C(C(N)=O)C(C2CCCCC2)C(C#N)=C(N)O1 (stereo not drawn) | 3.0%
COc1ccc2ccccc2c1/C=C(\C#N)c1nc2ccccc2[nH]1 | 5.0%
O=C(Nc1ccc(C(=O)N2CCCCC2)cc1)c1cccc([N+](=O)[O-])c1 | 10.0%
COc1ccc(OC)c(C(=O)c2ccc(C(=O)Nc3cccc([N+](=O)[O-])c3)cc2)c1 | 9.0%
Cn1ccnc1SCC(=O)N1c2ccccc2-c2c(ssc2=S)C1(C)C | 10.0%
CCOC(=O)C1=C(CC)OC(N)=C(C#N)C1c1ccc(OC)c(C)c1OC (stereo not drawn) | 14.0%
O=C(Cc1ccc(Cl)cc1)NC(=S)Nc1ccccc1O | 10.0%
NC(=O)COc1ccc2c(-c3ccccc3)cc(=O)oc2c1 | 9.0%
C=CCN1C(=O)/C(=C\c2cccc(OCc3ccc(Cl)cc3Cl)c2)SC1=S | 2.0%
CCCOc1ccc(C(=O)NC(=S)Nc2ccc(-c3nc4ccc(C)cc4s3)cc2)cc1 | 25.0%
O=C(N=Nc1c(O)[nH]c2ccc(Br)cc12)c1ccccc1Cl | 29.0%
COc1cc(CN2CCN(Cc3ccc(Br)cc3)CC2)cc(OC)c1OC | 8.0%
COc1cc(C(=O)N/C(=C/c2ccc(Br)cc2)C(=O)NC(C(=O)O)C(C)C)cc(OC)c1OC (stereo not drawn) | 4.0%
Cc1ccc(NC(=O)c2cc3nc(-c4ccccc4)cc(C(F)(F)F)n3n2)cc1C | 14.0%
COc1ccccc1/C=N/N=C1/NC(=O)C(CC(=O)Nc2cccc(C)c2C)S1 (stereo not drawn) | 0.0%
N#Cc1c(N)nc2sc(C(=O)c3ccc(F)cc3)c(N)c2c1-c1ccccc1 | 10.0%
COC(=O)CN(c1ccc(Cl)cc1Cl)S(=O)(=O)c1ccccc1 | 2.0%
COC(=O)C1=C(C)OC(N)=C(C#N)C1c1ccc(F)cc1 (stereo not drawn) | 10.0%
O=C(CN1C(=O)C2C3CCC(C3)C2C1=O)Nc1cc(Cl)ccc1Cl (stereo not drawn) | 2.0%
Next section.
SMILES | RNase H inhibition
Cc1c(C(=O)Nc2ccc(OC(F)(F)F)cc2)cccc1[N+](=O)[O-] | 7.0%
CC(C)(C)C1(C)OC(O)(C(Cl)Cl)CC1=O (stereo not drawn) | 16.0%
COc1ccc(C2C(C#N)=C(N)Oc3[nH]c(=O)[nH]c(=O)c32)c(OC)c1 (stereo not drawn) | 0.0%
COc1ccc(C(=O)NC(=S)Nc2cc(C)ccn2)cc1 | 12.0%
COc1ccc(Nc2nc(NCc3ccco3)nc(N/N=C/c3ccc(-c4ccccc4[N+](=O)[O-])o3)n2)cc1 | 39.0%
CC(C)c1cc(NS(=O)(=O)c2ccccc2[N+](=O)[O-])cc(C(C)C)c1O | 7.0%
COc1ccc(N(CC(=O)Nc2ccccc2F)S(=O)(=O)c2ccccc2[N+](=O)[O-])c(OC)c1 | 3.0%
O=C1Nc2c(S(=O)(=O)Nc3ccc(Cl)cc3)cc(S(=O)(=O)Nc3ccc(Cl)cc3)c3cccc1c23 | 9.0%
CCOc1ccccc1C=Nc1ccc(O)cc1 | 2.0%
Nc1cc(Cl)ccc1OCCOCCOc1ccc(Cl)cc1N | 1.0%
COc1ccc(C(=O)NC(=S)Nc2cc(-c3nc4ccccc4s3)ccc2C)cc1Cl | 9.0%
O=S(=O)(/N=C(/Nc1ccccc1)c1ccccc1)c1ccccc1 | 10.0%
COc1ccc(-c2cc(C(=O)N/N=C/c3c[nH]c4ccccc34)[nH]n2)cc1 | 7.0%
CC(=O)N1N=C(c2cccc(Br)c2)CC1(O)C(F)(F)F (stereo not drawn) | 0.0%
CCOc1cccc(C(=O)NC(=S)Nc2ccc(Oc3ccc(Cl)cc3)cc2)c1 | 25.0%
CCOc1c(/C=C2\Sc3ccccc3C2=O)cccc1OC | 26.0%
O=C(OCc1ccccc1)c1ccc(OC(=O)c2ccc(F)cc2)cc1 | 13.0%
c1ccc(COc2cccc(OCc3ccccc3)c2)cc1 | 12.0%
Cc1cccc(Nc2nnc(-c3cc4ccc(O)cc4oc3=O)s2)c1 | 4.0%
Cc1ccc(NC(=O)C(C)Oc2ccccc2)c([N+](=O)[O-])c1 (stereo not drawn) | 8.0%
CCCCCCOc1ccc(N2C(=O)CC(N3CCC(C(=O)OCC)CC3)C2=O)cc1 (stereo not drawn) | 18.0%
COC(=O)COc1ccc2c(c1)oc(=O)c1cc(OC)ccc12 | 1.0%
COc1ccccc1OCCCOc1ccc(Cl)c(C)c1 | 1.0%
Cc1cc(C2(c3cc(C)c(NC(=O)CN4CCCCC4)c(C)c3)CCCCC2)cc(C)c1NC(=O)CN1CCCCC1 | 12.0%
COc1ccc(NC(=O)CN(c2ccccc2)S(=O)(=O)c2ccccc2[N+](=O)[O-])cc1OC | 4.0%
Carrying on.
SMILES | RNase H inhibition
CCOc1ccccc1NC(=O)c1ccc(N(C)C)cc1 | 16.0%
COc1ccc(C2CC(=O)C3=C(C2)NC(C)=C(C(=O)OC(C)C)C3c2ccc(F)cc2)cc1 (stereo not drawn) | 12.0%
CNC(=O)c1c(-c2c(Cl)cccc2Cl)noc1C | 0.0%
COc1ccc(C2CC(C(F)(F)F)n3nc(C(=O)N4CCCC4)c(Cl)c3N2)cc1OC (stereo not drawn) | 11.0%
COC(=O)Nc1ccc(S(=O)(=O)N2CCN(c3ccccc3OC)CC2)cc1 | 0.0%
COc1cc(SC)ccc1C(=O)Nc1ccc(Br)c(C)c1 | 30.0%
CCCC(C)C(=O)Nc1ccc(Cl)cn1 (stereo not drawn) | 18.0%
COc1cc(C2CC(=O)NC(SCC(N)=O)=C2C#N)cc(Br)c1O (stereo not drawn) | 12.0%
Cc1cccc(N2C(=O)SC(Nc3ccc(C)c(Cl)c3)C2=O)c1 (stereo not drawn) | 18.0%
Cc1occc1-c1nc(-c2cccnc2)no1 | 27.0%
O=C1C2C3C=CC(C3)C2C(=O)N1c1ccc(Cl)cc1[N+](=O)[O-] (stereo not drawn) | 5.0%
COc1ccc(OCC(=O)NS(=O)(=O)c2ccccc2)cc1 | 12.0%
CCC(CC)C(=O)N1CCN(c2ccc([N+](=O)[O-])cc2)CC1 | 4.0%
CCOc1ccc(C(=O)N/N=C/c2cccc(Cl)c2Cl)cc1 | 0.0%

Shown as tab-separated lines: part of the list above
SMILES	RNase H inhibition
Cc1cc(C2(c3cc(C)c(NC(=O)CN4CCCCC4)c(C)c3)CCCCC2)cc(C)c1NC(=O)CN1CCCCC1	12.0%
COc1ccc(NC(=O)CN(c2ccccc2)S(=O)(=O)c2ccccc2[N+](=O)[O-])cc1OC	4.0%
CCOc1ccccc1NC(=O)c1ccc(N(C)C)cc1	16.0%
COc1ccc(C2CC(=O)C3=C(C2)NC(C)=C(C(=O)OC(C)C)C3c2ccc(F)cc2)cc1 (stereo not drawn)	12.0%
CNC(=O)c1c(-c2c(Cl)cccc2Cl)noc1C	0.0%
COc1ccc(C2CC(C(F)(F)F)n3nc(C(=O)N4CCCC4)c(Cl)c3N2)cc1OC (stereo not drawn)	11.0%
COC(=O)Nc1ccc(S(=O)(=O)N2CCN(c3ccccc3OC)CC2)cc1	0.0%
COc1cc(SC)ccc1C(=O)Nc1ccc(Br)c(C)c1	30.0%
CCCC(C)C(=O)Nc1ccc(Cl)cn1 (stereo not drawn)	18.0%
COc1cc(C2CC(=O)NC(SCC(N)=O)=C2C#N)cc(Br)c1O (stereo not drawn)	12.0%
Cc1cccc(N2C(=O)SC(Nc3ccc(C)c(Cl)c3)C2=O)c1 (stereo not drawn)	18.0%
Cc1occc1-c1nc(-c2cccnc2)no1	27.0%
O=C1C2C3C=CC(C3)C2C(=O)N1c1ccc(Cl)cc1[N+](=O)[O-] (stereo not drawn)	5.0%
COc1ccc(OCC(=O)NS(=O)(=O)c2ccccc2)cc1	12.0%
CCC(CC)C(=O)N1CCN(c2ccc([N+](=O)[O-])cc2)CC1	4.0%
CCOc1ccc(C(=O)N/N=C/c2cccc(Cl)c2Cl)cc1	0.0%
